EPAC2 ag: EPAC2 (human) agonism; hit rate 0.079% among 360,000; Potency, µM (series often up to 154 µM), for inactives: at the highest dose activation, usual class: activators; AID 720711; EPAC2 activation, biochemical qHTS; response scale: 100% = 6.5 mM cAMP response; further: potency means the concentration at half of the fitted maximal effect; nearly all actives have a fitted effect of over 50% in size
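Guanine nucleotide exchange by EPAC2 is measured as reduced fluorescence of BODIPY-GDP once it is released from 250 nM Rap1B. Plates are read kinetically for 30 min at room temperature; results are scaled to 6.5 mM cAMP.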
PI5P4K alpha inh: blocks human PI5P4K alpha kinase activity. hit rate 1.2% among 330,000. max response, %. P48426. AID 652105. PI5P4Kalpha enzyme, ADP-Glo luminescence, 60 min; active compounds read low; active means max response of -50% or lower; inconclusive means between -30% and -50%; inactive means -30% or higher; further: value at the top dose of about 77 µM; on the % scale 0 is the no-effect control and ±100 the full control effect
Target sequence (P48426 whole entry, looked up): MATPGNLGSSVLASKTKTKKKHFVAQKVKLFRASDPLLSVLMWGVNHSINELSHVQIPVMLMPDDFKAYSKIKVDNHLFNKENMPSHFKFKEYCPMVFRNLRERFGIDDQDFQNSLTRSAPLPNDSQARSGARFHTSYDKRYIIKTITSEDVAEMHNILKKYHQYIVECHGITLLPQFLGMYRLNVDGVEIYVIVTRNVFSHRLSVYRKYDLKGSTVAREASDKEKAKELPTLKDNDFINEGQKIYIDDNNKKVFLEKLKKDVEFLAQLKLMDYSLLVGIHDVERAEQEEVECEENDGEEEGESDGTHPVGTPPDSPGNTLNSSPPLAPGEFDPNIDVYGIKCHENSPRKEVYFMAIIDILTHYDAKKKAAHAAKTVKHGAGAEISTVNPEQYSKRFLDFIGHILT
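PI5P4Kalpha ADP-Glo assay; 5 microM ATP final; 60 min RT reaction; HEPES pH 7.4/EGTA/CHAPS, 5% DMSO; controls lacking substrate or enzyme; luminescent end-point.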
CCT chaperon mod: cytosolic chaperonin activity modulation. hit rate 0.3% among 360,000. purified chaperonin ATPase assay, HTRF ADP detection, 30 min. activity change, % (no concentration beside the values), hits read low. AID 651819; in the data active means activity change below about -30%; further: on the % scale 0 is the no-effect control and ±100 the full control effect
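Nucleotide hydrolysis assay: TRiC at 20–40 nM final (set by batch activity) with 10 uM ATP, 30 min at 37 °C, in presence of 76 uM compound. Detection by competitive ADP HTRF, 30 min ambient.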
IL2 activator: IL-2 activation. IL-2 activation reporter assay, cell-based qHTS; stimulated with anti-CD3/CD4/CD28 beads; in transgenic mouse T cells. activation, % (series mostly up to about 46 µM). hit rate 0.065% among 360,000; in the data active means activation above about 50%; inconclusive means mostly about 30% to 49%; further: 0% is about no effect
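Unstimulated transgenic mouse T cells preincubated 60 min with compound, then stimulated with anti-CD3/anti-CD4-coated beads plus anti-CD28 for 18 h at 37 degrees C. IL-2 response read as EGFP and DsRed fluorescence by plate cytometry.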
PLK1 PBD inh: blocks phosphopeptide binding to human PLK1 polo-box domain; Plk1 PBD binding of FITC phosphopeptide, fluorescence polarization; Potency, µM, for the others: max response, negative = inhibition, actives largely listed as inhibitors; hit rate 2.8% among 360,000; further: potency means the concentration at half of the fitted maximal effect; series mostly up to about 57 µM; on the % scale 0 is the no-effect control and ±100 the full control effect; nearly all actives have a fitted effect of over 65% in size
Target sequence (P53350 whole entry, looked up, the tested form may be a part): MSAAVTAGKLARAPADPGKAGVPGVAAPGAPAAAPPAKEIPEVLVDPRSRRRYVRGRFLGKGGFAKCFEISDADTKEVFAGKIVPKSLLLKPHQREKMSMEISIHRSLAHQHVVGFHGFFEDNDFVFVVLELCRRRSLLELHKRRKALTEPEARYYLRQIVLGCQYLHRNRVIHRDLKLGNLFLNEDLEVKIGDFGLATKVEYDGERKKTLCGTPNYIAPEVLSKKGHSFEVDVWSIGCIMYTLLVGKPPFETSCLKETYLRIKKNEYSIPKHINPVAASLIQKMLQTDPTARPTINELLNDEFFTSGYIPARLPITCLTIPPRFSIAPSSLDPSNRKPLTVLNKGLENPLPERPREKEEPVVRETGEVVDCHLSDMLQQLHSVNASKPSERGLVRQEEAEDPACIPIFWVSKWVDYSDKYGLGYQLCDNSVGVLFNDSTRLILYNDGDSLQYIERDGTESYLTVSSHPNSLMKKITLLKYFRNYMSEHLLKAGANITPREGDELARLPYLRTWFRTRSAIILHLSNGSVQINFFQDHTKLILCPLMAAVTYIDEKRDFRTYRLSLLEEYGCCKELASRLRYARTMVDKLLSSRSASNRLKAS
EPAC1 ag: agonists of human EPAC1; EPAC1 agonist qHTS, biochemical assay; response scale: 100% = response to 6.5 mM cAMP; AID 720707; Potency, µM (doses to about 154 µM), for the others: at the highest dose activation, hits mostly activators; hit rate 0.073% among 360,000; further: potency means the concentration at half of the fitted maximal effect; nearly all actives have a fitted effect of over 60% in size
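Multi-concentration qHTS readout: loss of Rap1B-bound BODIPY-GDP fluorescence driven by 100 nM EPAC1 with excess GDP (50 uM), monitored kinetically at room temperature; agonist response expressed relative to 6.5 mM cAMP.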
WRN helicase inh: WRN helicase (human) inhibition | Potency, µM (highest dose often 114 µM), for inactives: at the highest dose activity change, negative = inhibition, most hits filed as inhibitors | WRN helicase unwinding, fluorescent forked duplex, kinetic | AID 651768 | hit rate 0.46% among 360,000 | Q14191; further: potency means the concentration at half of the fitted maximal effect; on the % scale 0 is the no-effect control and ±100 the full control effect; nearly all actives have a fitted effect of over 55% in size
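WRN at 20 nM final was preincubated with compound for 15 min at room temperature; reaction started with 100 nM forked duplex oligonucleotide carrying fluorophore and quencher plus 2 mM ATP (final). Unwinding followed kinetically by red fluorescence (ex 525/em 598 nm).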
EPAC1 antag: antagonists of human EPAC1 | O95398 | EPAC1 GEF assay, Rap1b-BODIPY-GDP exchange fluorescence | Potency, µM (highest dose often 115 µM), for the others: at the highest dose activity change, negative = inhibition, most hits filed as inhibitors | hit rate 0.14% among 360,000;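 further: potency means the concentration at half of the fitted maximal effect; plate controls were vehicle for no effect and positive control for full effect; nearly all actives have a fitted effect of over 50% in size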
Numbers without * were called inactive; ? = inconclusive; . = no result given; [ ] = dose if it differs, or a comment. Unless noted, the call rests on the fitted dose curve; in most records, active means well fitted curve in the direction sought with a large enough effect; inconclusive means small, poorly fitted or top-dose-only effect, or another doubt; inactive means no such curve, though single readings can be large; an effect the other way counts as inactive or inconclusive. A portion of the library; count on the stated rates, not on these rows.

SMILES	EPAC2 ag	PI5P4K alpha inh	CCT chaperon mod	IL2 activator	PLK1 PBD inh	EPAC1 ag	WRN helicase inh	EPAC1 antag
Cc1ccc(C)c(OCC(O)CN2CCCCC2C)c1 (stereo not drawn)	4%	-6	0.0	0.3	-4%	-2%	2%	4%
Cc1ccccc1-n1nc(C)c2cc(C(=O)NCc3cccnc3)sc21	10%	.	0.0	-2.3	-6%	8%	-1%	10%
O=C(Nc1cccc(C(F)(F)F)c1)c1sc(Cl)nc1C(F)(F)F	5%	16	-0.1	-0.8	1%	3%	-8%	-15%
COc1ccccc1N1CCN(C(c2ccccn2)c2nnnn2C2CCCCC2)CC1 (stereo not drawn)	12%	8	1.8	1.7	-12%	3%	-4%	-10%
CCOC(=O)CNC(=O)CSc1ncccc1-c1nc2ccccc2[nH]1	5%	1	1.3	0.9	-9%	-3%	8%	-12%
O=[N+]([O-])c1ccc(CC(Cl)c2ccccn2)cc1 (stereo not drawn)	0%	-1	0.2	-0.8	4%	-2%	1%	6%
Cc1ccc(S(=O)(=O)CCC(=O)OCC(=O)Nc2ncc(Cl)cc2Cl)cc1	4%	-7	2.3	-1.4	-6%	-7%	9%	6%
COc1ccc(Nc2ccc(C(N)=O)cc2[N+](=O)[O-])cc1	3%	9	-2.1	1.3	-3%	8%	-11%	?
COC(C(=O)N/N=C(\C)c1ccc(C)cc1)c1ccccc1 (stereo not drawn)	5%	0	0.0	-2.2	-7%	2%	6%	-10%
COc1ccccc1C(=O)Nc1ccncc1	3%	0	1.7	-1.6	5%	5%	1%	9%
COc1ccc(C2(C)NC(=O)N(CC(=O)c3cc(C)n(C4CC4)c3C)C2=O)cc1 (stereo not drawn)	2%	0	1.0	1.8	1%	-7%	8%	5%
CCC(CC)C(=O)Nc1c2cnn(-c3ccccc3)c2nc(=O)n1-c1ccccc1	7%	0	0.7	-0.1	-2%	1%	-12%	-8%
CCOC(=O)c1c(NC(=O)C2C3CCC(O3)C2C(=O)O)sc2c1CCCC2 (stereo not drawn)	8%	-10	-0.5	-0.2	-16%	3%	-3%	-13%
COc1ccc(C(CNC(=O)c2cc(S(=O)(=O)N3CCCCC3)ccc2C)N2CCCC2)cc1 (stereo not drawn)	8%	9	-4.3	0.6	-5%	-1%	1%	4%
CC(C)C[C@H](N)C(=O)N1CCC(C(=O)N[C@H](C(=O)NCc2ccc(F)cc2)C(C)C)CC1	2%	-6	0.5	-0.3	-3%	-17%	-4%	-8%
O=C(COc1ccc(Cl)cc1)Nc1c(-c2cccs2)nc2ccccn12	1%	-5	1.2	-0.3	-13%	-6%	-17%	-3%
Cc1nc2c(-c3ccc(F)cc3)c(C)nn2c(C)c1CCC(=O)Nc1ccccc1F	-7%	5	-1.9	-4.1	-14%	1%	0%	-10%
COc1ccc(C2N3CC4(C)CN2CC(C)(C3)C4O)cc1OC (stereo not drawn)	-2%	-8	0.0	0.2	2%	-7%	-6%	5%
O=C(CCNC(=O)c1ccc(Cl)cc1)Nc1ccccc1N1CCCC1	-6%	0	0.3	0.5	-8%	5%	8%	7%
CCN1CCN(C(=O)c2cc(COc3ccc4ncccc4c3)on2)CC1	-6%	-9	1.0	-0.7	-10%	1%	4%	13%
Cc1oc(-c2ccccc2Cl)nc1CN(Cc1ccccn1)C[C@@H]1CCC(=O)N1	5%	-1	-4.9	0.1	-7%	4%	4%	3%
CCCOc1ccc(N2C(=O)CC(N3CCOCC3)C2=O)cc1 (stereo not drawn)	3%	.	-1.1	-0.2	-10%	4%	1%	-4%
NNc1cc([N+](=O)[O-])cc2c1C(=O)N(Cc1ccccc1)S2=O (stereo not drawn)	-1%	-66*	-0.7	2.5	?	15%	-10%[57.1 µM]	-25%
COc1ccc(/C=C(\C#N)C(=O)OCC(=O)NCc2ccccc2)cc1	-6%	-5	1.0	0.0	-5%	26%	-10%	5%
COc1ccccc1CNC(=O)CCS(=O)(=O)c1ccc2c(c1)CCN2C(C)=O	3%	-1	-7.2	-0.4	-11%	2%	-1%	4%
CCc1cccc(NC(=O)CCCN2C(=O)C(c3ccccc3)Oc3cccnc32)c1 (stereo not drawn)	13%	-3	0.0	-2.3	-9%	8%	3%	-7%
CCOC(=O)Nc1nc(C)c(C(=O)c2ccc(Cl)cc2)s1	13%	11	-2.2	0.9	-10%	2%	5%	-14%
CC1=C(C(=O)N(C)C)CC(CC(=O)NC2CCCC2)C(=O)N1CCC1=CCCCC1 (stereo not drawn)	1%	0	1.9	0.3	-7%	19%	-4%	-22%
O=C(CN1C(=O)NC2(CCCC2)C1=O)Nc1cccc(-c2nnc3n2CCCCC3)c1	11%	-8	0.6	-1.2	?	-3%	12%	4%
CC(NC(=O)C1CCCC1)c1ccc2c(c1)OCCO2 (stereo not drawn)	-10%	10	-0.5	-0.4	-1%	7%	-1%	-1%
O=C1[C@H]2[C@@H](c3ccc(C(F)(F)F)cc3)N[C@]3(CCCN(Cc4ccc(C(F)(F)F)cc4)C3=O)[C@H]2C(=O)N1Cc1ccccc1	-15%	4	1.8	-4.6	-21%	-20%	5%	-16%
Cn1nc(-c2ccccc2)c(-c2nc(-c3cccc(C(F)(F)F)c3)no2)c1Cl	-5%	21	0.2	2.7	-7%	2%	2%[57.1 µM]	-8%
COc1cc2c(C(=O)N3CCN(c4ccccc4)CC3)c(C)oc2cc1Br	13%	12	-1.2	-0.4	-8%	8%	-7%	0%
CN(Cc1c(C(=O)N/N=C/c2ccccc2)nnn1-c1nonc1N)C1CCCCC1	-8%	-7	-0.3	-1.0	30µM*	-6%	3%	2%
C=C(C)CNC(=S)N1CCNC(=O)C1CC(=O)OC (stereo not drawn)	-2%	-1	-4.3	-1.4	-22%	2%	6%	8%
Cc1ccc(C(CNS(=O)(=O)c2ccc(F)cc2C)N2CCN(C)CC2)cc1 (stereo not drawn)	2%	3	-0.4	-2.4	7%	8%	-3%	3%
COc1ccc(-c2cc(C(=O)NNC3=NCCC3)c3c(C)nn(-c4ccccc4)c3n2)cc1	-14%	5	-5.3	0.8	2%	-4%	2%	-1%
CCOC(=O)N1CCC(NC(=O)c2cc(C(=O)Nc3cccc(OC)c3)ccc2CO)CC1	6%	2	0.1	-0.5	-1%	5%	-6%	7%
COc1cccc(NC(=O)N2CCC(C(=O)Nc3ccc(C)cc3C)CC2)c1	11%	.	-1.7	-2.7	-12%	1%	-3%	4%
O=C(c1nc2ccc(Cl)cn2c1CN1CCC[C@H]1CO)N1CCc2ccccc2C1	4%	1	-1.2	5.0	?	-1%	-10%	-10%
O=C(Nc1ccc([N+](=O)[O-])cc1Br)c1cccnc1	-6%	-16	-1.1	0.8	-8%	6%	-1%	-7%
Cc1cc(C(=O)O)ccc1-n1c(C)cc(/C=C(/C#N)C(=O)Nc2ccccc2)c1C	9%	?	-1.7	-1.1	-21%	0%	?	?
Cc1ccc(S(=O)(=O)Nc2cccc(C(=O)NCCCN3CCCC3=O)c2)cc1F	8%	-7	-0.6	-2.3	-2%	-3%	0%	-3%
COC(=O)c1c(C)nn(-c2ccccc2)c1N	4%	0	-1.3	-1.3	1%	10%	1%	7%
CC1CN(c2nc3ccccc3nc2C(C#N)C(=O)NCc2ccc3c(c2)OCO3)CC(C)O1 (stereo not drawn)	-42%[inhibitor]	1	-2.3	24	-26%	0%	-5%	-3%
Cc1ccccc1CN1CCN(C(=O)c2ccc(S(=O)(=O)NCc3ccco3)cc2)CC1	-3%	4	-0.6	0.5	4%	3%	-5%	-14%
COc1ccc(S(=O)(=O)Nc2cc(C(=O)NCCCOC(C)C)ccc2N2CCOCC2)cc1	2%	1	-1.3	-0.6	-10%	10%	4%	-8%
O=C(NC(=S)Nc1c(F)cc(F)cc1Br)c1ccc2c(c1)OCCO2	15%	1	0.8	-0.5	-21%	6%	-9%	9%
O=C(NCCCn1ccnc1)c1ccc(S(=O)(=O)N2CCCCCC2)cc1	-2%	0	0.4	-1.4	-4%	-4%	-6%[57.1 µM]	-1%
CC1=C(C(=O)OC(C)C)C(c2ccc(F)cc2)NC(=O)N1 (stereo not drawn)	8%	.	-0.1	-0.8	2%	7%	-3%	-13%
O=C(N1CCOCC1)n1nnc2ccccc21	11%	.	-1.6	1.4	-7%	5%	4%	3%
COCC(=O)NC1CCCCCC1	9%	-3	0.8	-3.1	-5%	-1%	0%	-4%
ClC(Cl)(Cl)c1nc(N/N=C/c2ccncc2)c2ccccc2n1	-1%	0	-0.7	-0.3	-8%	0%	1%	-3%
COc1ccc(CN2CCN(C(=O)CC(C)C)CC2)c2ccccc12	7%	21	1.8	0.0	2%	-1%	0%[57.1 µM]	7%
Cc1ccc(S(=O)(=O)N/N=C/c2cc(Br)c(C)o2)cc1	-4%	1	-0.2	-0.5	-16%	1%	-15%	3%
COc1cc(OC)cc(C(=O)Nc2cccc(N3CCCC3)c2)c1	0%	.	1.8	0.4	1%	2%	-18%	-1%
Cc1cccc(C)c1NC(=O)c1ccc(-c2ccc(Cl)cc2Cl)o1	-4%	5	0.6	-0.7	-6%	0%	-20%	-17%
COCCNc1ncnc2c1ncn2[C@H]1CN(Cc2ccncc2)C[C@@H](CO)O1	1%	6	0.6	0.6	-8%	-2%	-5%	-2%
Oc1ccc(Br)cc1-c1cc(-c2ccccc2F)[nH]n1	6%	13	-1.1	-1.3	-3%	14%	-11%	4%
CCOC(=O)NC(Nc1nnc(SCC)s1)(C(F)(F)F)C(F)(F)F	5%	-2	2.0	-2.3	-6%	3%	-19%	-9%
Cc1ccc(CCc2nnc(SCC(=O)Nc3cccc(Cl)c3)n2-c2ccccc2)o1	-9%	-5	-1.9	-0.4	-3%	-12%	5%	13%
CCCn1c(S(=O)(=O)O)nc2ccccc21	4%	-23	-3.4	-4.6	-18%	4%	-3%	3%
C/C(=C\COc1ccc2ccc(=O)oc2c1)CC[C@@H](O)C(C)(C)O	2%	-5	3.4	0.6	-8%	2%	0%	5%
